# Source: PubChem BioAssay
# STAT1 activator: increases IFN-gamma driven STAT1 reporter signal. activation (% of control), % at 5.5 µM. NIH 3T3 STAT1-luciferase reporter, luminescence; 100% = IFN-gamma alone, no compound. actives 2.6% (n = 200,000);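 active = activation above the screen-wide mean activation plus 3 SD, cut at about 130% in these data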;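 also: raw ratio to IFN-gamma control signal so 100% means no change and 0% no light; values of inactives mirror those of a sister screen read the other way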
# NF-kB expr up: NF-kB expression increase, human neuronal cells. NF-kB reporter expression; active compounds read high. fold change at 12.5 µM. actives 1.6% (n = 190,000); in the data active = fold change above about 3.3
# HMGR II inh: E. faecalis class II HMG-CoA reductase inhibition; purified E. faecalis HMGR, NADPH absorbance 340 nm kinetic; inhibition, % at 10 µM; actives 0.41% (n = 190,000);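 active = inhibition above a set limit, the median over all tested compounds plus 3 SD, cut at about 9.5% in these data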;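 also: enzyme runs in reverse so mevalonate oxidation gives rising NADPH absorbance; 0% = complete reaction with DMSO and 100% = background rate lacking mevalonate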
# APP 5UTR inh: APP translation inhibition | SH-SY5Y APP 5'UTR-luciferase reporter, luminescence | inhibition, % at 2 µM | actives 0.82% (n = 190,000) | AID 1285;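 active = inhibition above a set limit, derived from the sample mean plus 3 SD, cut at about 45% in these data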; also: values of inactives mirror those of a sister screen read the other way
# G6PDH CS: inhibits Leuconostoc G6PDH, flagging false hits in G6PDH-based assays; Purified L. mesenteroides G6PDH, diaphorase/resazurin coupled fluorescence, 45 min; inhibition, % at 5 µM; actives 0.12% (n = 200,000); in the data active = inhibition above about 50%
# APP 5'UTR act: APP 5'UTR luciferase reporter activation; activation, % at 2 µM; SH-SY5Y APP 5'UTR luciferase reporter, luminescence; zero percent = DMSO vehicle wells; actives 1% (n = 190,000); AID 1276;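 active = activation above a set limit, based on mean plus 3 SD of controls, cut at about 140% in these data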; also: values of inactives mirror those of a sister screen read the other way
# Hsp70 activator: Hsp70 transcriptional activation, primary screen. activation, % at 10 µM. HeLa Hsp70 promoter luciferase reporter, luminescence; scaled: vehicle 0, proteasome-inhibitor control 100%. actives 0.04% (n = 200,000);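 active = activation above the mean across all tested compounds plus 3 SD, cutoff set per campaign, cut at about 5.5% in these data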;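 also: 100% = MG132 at 30 µM as the positive control and 0% = DMSO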
# FLuc inhib CS: counter-screen for luciferase assay inhibitors: firefly luciferase inhibition. P08659. ATPLite firefly luciferase biochemical luminescence, 10 min. inhibition, % at 10 µM. actives 1.5% (n = 200,000). AID 1006;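 active = inhibition above about 50% when tested at 10 µM, limit read from the data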
# Target sequence (P08659 whole entry, looked up): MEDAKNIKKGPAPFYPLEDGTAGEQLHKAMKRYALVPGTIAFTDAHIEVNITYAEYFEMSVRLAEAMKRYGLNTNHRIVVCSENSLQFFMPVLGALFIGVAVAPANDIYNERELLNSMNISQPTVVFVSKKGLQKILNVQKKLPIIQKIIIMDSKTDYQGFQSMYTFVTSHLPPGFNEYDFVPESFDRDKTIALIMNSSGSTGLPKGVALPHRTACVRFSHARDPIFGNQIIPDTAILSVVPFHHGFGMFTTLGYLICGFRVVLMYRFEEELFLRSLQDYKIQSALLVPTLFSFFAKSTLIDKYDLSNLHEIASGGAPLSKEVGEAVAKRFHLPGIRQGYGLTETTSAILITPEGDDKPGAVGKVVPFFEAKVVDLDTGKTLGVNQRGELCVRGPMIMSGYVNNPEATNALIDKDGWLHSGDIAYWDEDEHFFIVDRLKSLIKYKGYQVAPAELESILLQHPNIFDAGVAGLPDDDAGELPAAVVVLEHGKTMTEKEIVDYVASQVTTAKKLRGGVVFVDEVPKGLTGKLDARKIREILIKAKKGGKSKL
# Redox H2O2 prof: compounds producing H2O2 with reducing agent – biochemical, NIH compound library profiling, artefact control for MLSCN library redox annotation, primary screen; DTT-dependent redox cycling H2O2, phenol red/HRP absorbance; 100% = 100 µM peroxide control, 0% = buffer; actives 0.03% (n = 200,000); activation, % at 10 µM;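 active = activation of at least 50% relative to the plate's high and low controls in the primary single-dose screen; inactive = activation below 50%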;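 also: compound incubated with DTT at 0.8 mM final as the reducing agent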
# FLuc stim CS: firefly luciferase counter-screen for stimulation assays | P08659 | 200,000 tested, under 10 active | AID 1027 | activation factor at 10 µM | ATPlite luciferase biochemical, luminescence, 10 min; 0 = ATP-free wells, 1 = DMSO control;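 active = luciferase activation factor, scaled between plate controls, of at least 2 with compound at 10 µM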
#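 Assay system: Luciferase/luciferin detection reagent, cell-free biochemical luciferase assay / Also added: ATP substrate / Schedule: 10 min at ambient temperature / Measured by: luminescence measurement of luciferase light output / Benchmarks: low control with PBS replacing ATP, high control enzyme plus ATP without compound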
# Active calls of the source: *; . = not tested or not shown.
# Fields – STAT1 activator, NF-kB expr up, HMGR II inh, APP 5UTR inh, G6PDH CS, APP 5'UTR act, Hsp70 activator, FLuc inhib CS, Redox H2O2 prof, FLuc stim CS
- O=C1CCCC(O)=C1C=Nc1ccc2c(c1)oc1ccccc12
    120, 2.2, -6, -24, 1, 24, 0.2, 21, 4.2, 0.8
- CCOC(=O)Cn1c(S(=O)(=O)Cc2ccc(F)cc2)nc(-c2ccccc2)c1-c1ccccc1
    107, 1, -4, 3, 4, -3, -0.3, -3, -3.8, 1
- CCOC(=O)CN(C(=O)CSc1nnc(-c2cccc(OC)c2)o1)c1ccc(F)cc1
    97, 0.92, 3, -1, 17, 1, -0.4, 1, 0.7, 1
- COCCCNCCOCCOc1ccc(Cl)cc1Br
    102, 1.1, 5, -4, -2, 4, -0.2, 4, -0.2, 1
- CCOc1cc(/C=C2/NC(=S)NC2=O)ccc1OCc1ccc([N+](=O)[O-])cc1
    87, 0.93, -1, -8, -38, 8, -0.3, -3, -4.9, 1
- CCN(Cc1nc2cc(OC)c(OC)cc2c(=O)[nH]1)C(=O)c1ccc(S(=O)(=O)N(C)C)cc1
    100, 1.1, 3, 6, -3, -6, -0.3, 1, -3.1, 1
- Cc1cc(C)cc(N(C(C)C(=O)NCc2ccc3c(c2)OCO3)S(C)(=O)=O)c1 (configuration not stated)
    104, 1.2, 4, 18, -2, -18, -0.3, -8, 0.1, 1.1
- Cc1cccc(-n2c(SCC(=O)N3CC(=O)Nc4ccccc43)nc3ccccc3c2=O)c1
    95, 0.64, -2, 15, 2, -15, -0.1, 1, 0.3, 1
- CCOC(=O)C1(C)Oc2cccnc2NC1=O (configuration not stated)
    99, 1, 3, -23, 1, 23, 0.0, -1, 0.8, 1
- O=C(NCc1ccco1)c1cc2sccc2n1Cc1ccccc1
    92, 1.4, -2, 14, 4, -14, 0.5, 0, 0.0, 1
- CCOC(=O)N1CCN(c2nc(-c3ccc(Cl)cc3)cs2)CC1
    105, 1.4, -1, 9, -2, -9, -0.3, -1, 0.7, 1
- COc1ccccc1-n1cnc2cc(NC(C)=O)ccc21
    103, 0.96, -1, -3, -3, 3, 0.2, -2, -3.2, 1
- COc1ccc(Cl)cc1NC(=O)CN1CCC(n2nnc3ccccc32)CC1
    91, 0.96, -1, -12, 3, 12, -0.2, -6, 0.5, 1.1
- CCN1C(=O)/C(=C/c2ccc(C)o2)N(C)C1=S
    88, 1.3, -5, -21, 11, 21, -0.4, 2, 0.2, 1
- COc1ccc(OCC(=O)N2CCN(C(=O)c3ccco3)CC2)cc1
    97, 0.98, 1, 1, 4, -1, 0.0, -4, 2.7, 1
- CCOc1ccc(-n2c(=O)cc(N3CCN(c4ccc(F)cc4)CC3)[nH]c2=O)cc1
    102, 1.3, -5, -8, 14, 8, -0.3, -4, 1.2, 1
- Cc1cc(C)nc(SCC(=O)Nn2cnnc2)n1
    94, 1.1, -3, -14, 5, 14, 0.1, -1, -0.4, 1
- CCN(Cc1ccccc1)C(=O)Cn1c(=O)n(CC(=O)NCc2ccco2)c(=O)c2sccc21
    102, 0.99, 4, 0, 16, 0, -0.2, -6, -0.6, 1.1
- O=C(NN1CCOCC1)c1sc2cccc(F)c2c1Cl
    95, 1.2, 0, -3, 6, 3, 0.0, -1, 0.1, 1
- CN(C)C(=O)c1cnc(Sc2ncc(C(F)(F)F)cc2Cl)n1C
    97, 1.1, -2, 10, 14, -10, -0.4, 3, 0.1, 1
- CC1(C)CC(=O)C(C=NCCN2CCNCC2)=C(O)C1
    102, 1.1, 0, 19, 0, -19, -0.4, -7, -0.4, 1.1
- O=c1[nH]c(CN2CCCCC2)nc2c1C1(CCCCC1)Cc1ccccc1-2
    88, 1.1, -1, 3, -10, -3, -0.2, -7, 0.8, 1.1
- O=C(O)Cc1sc(N/N=C\c2ccccc2)nc1-c1ccccc1
    107, 1.3, -6, -2, 12, 2, -0.3, 7, -0.5, 0.9
- COc1cccc(NC(=O)NCc2ccccc2F)c1
    111, 1.7, -2, -20, 9, 20, -0.1, 8, -0.4, 0.9
- CCCC(C)NC(=S)NC(=O)c1cc(S(=O)(=O)N2CCOCC2)ccc1C (configuration not stated)
    90, 1.3, -4, -18, 0, 18, -0.1, -6, -0.1, 1.1
- O=c1c2c(nc3nc(CCc4ccccc4)[nH]n13)CCC2
    88, 1.3, 0, -2, -16, 2, -0.3, -6, 0.7, 1.1
- CCC/C=N/NC(=O)CNC(=O)c1ccccc1Cl
    103, 1.3, -2, -3, 3, 3, -0.1, -2, -2.5, 1
- COc1cc2c(cc1OC)C(c1ccc(-c3cc(Cl)ccc3Cl)o1)=NCC2
    83, 0.86, 1, -4, 10, 4, 0.2, -1, 0.2, 1
- CCCOc1ccc(CN(CCO)CCO)cc1C(=O)OC
    99, 1.3, -4, 2, 0, -2, 0.0, -12, 0.0, 1.1
- C=CCNc1nnc(-c2ccncc2)s1
    104, 1.1, 1, 7, 3, -7, -0.4, -3, 1.1, 1

# Single entries from above:
# Reading for COc1ccc(OCC(=O)N2CCN(C(=O)c3ccco3)CC2)cc1 under APP 5UTR inh: 1
# Reading for O=C(NN1CCOCC1)c1sc2cccc(F)c2c1Cl under STAT1 activator: 95
# Reading for COc1cccc(NC(=O)NCc2ccccc2F)c1 under NF-kB expr up: 1.7
# Reading for O=C(O)Cc1sc(N/N=C\c2ccccc2)nc1-c1ccccc1 under APP 5UTR inh: -2

# Going on with the list:
SMILES,STAT1 activator,NF-kB expr up,HMGR II inh,APP 5UTR inh,G6PDH CS,APP 5'UTR act,Hsp70 activator,FLuc inhib CS,Redox H2O2 prof,FLuc stim CS
CC(C)CN(CC(C)C)C(=O)C12CCC(C)(C(=O)O1)C2(C)C (configuration not stated),114,1.6,1,-8,5,8,-0.1,3,2.3,1
COc1ccc(C2=Nn3c(nnc3-c3ccccc3)SC2)cc1OC,98,0.88,0,4,4,-4,-0.3,-3,0.3,1
Cn1nc([N+](=O)[O-])nc1Sc1cccc2cccnc12,102,1.9,0,-6,8,6,0.1,-4,0.3,1
COc1ccc(C2C=C(Nc3ccccc3)C(=O)N2c2ccccc2)cc1OC (configuration not stated),113,2,-2,-15,7,15,-0.3,-2,-0.1,1
O=C(Nc1nc2ccc(F)cc2s1)c1cccc(S(=O)(=O)N2CCc3ccccc32)c1,102,0.97,-5,-12,9,12,0.0,-5,0.4,1.1
CC1CCCCC1NC(=O)COC(=O)c1ccc2c(c1Cl)C(=O)c1ccccc1C2=O (configuration not stated),95,1.2,-2,-19,18,19,-0.1,-7,0.1,1.1
COc1ccc(OC)c(-c2cc(C3CCN(C(=O)OC(C)(C)C)CC3)[nH]n2)c1,112,0.92,-7,-16,2,16,0.1,-7,0.3,1.1
Cc1ccc(Cl)cc1N1CCN(C(=O)CSc2nnc3n2C(C)(C)Cc2ccccc2-3)CC1,80,0.39,6,7,-3,-7,-0.1,-3,0.8,1
Cc1nnc(SCC(=O)NCc2ccccc2)[nH]c1=O,105,1.2,-1,13,13,-13,0.1,-3,-3.3,1
Cc1nn(Cc2ccccc2)c(C)c1C(=O)OCC(=O)c1cc(C)n(C2CC2)c1C,99,0.67,1,-12,-3,12,-0.3,-2,1.6,1
COc1ccc(CCN2C(=O)CC(NNC(=O)c3cccc(O)c3)C2=O)cc1 (configuration not stated),87,0.99,1,12,-10,-12,-0.1,3,0.4,1
Cn1cnnc1SCc1ccccc1,110,1.2,-5,.,1,.,-0.1,1,0.9,1
C=CCn1cc(Cl)c(=O)n(CC=C)c1=O,101,1.2,0,7,6,-7,0.0,-8,1.6,1.1
Cc1ccc(NC(=O)COC(=O)C2=COCCO2)cc1,99,1.7,-1,-10,3,10,-0.3,-2,0.6,1
COc1ccc(NC(=O)c2ccc(-c3ccc([N+](=O)[O-])cc3)o2)cc1OC,96,0.44,-6,4,-2,-4,-0.2,-7,-0.4,1.1
Cc1c(C(N)=O)sc2ncn(CC(=O)OC(C)C)c(=O)c12,102,1.1,-2,0,3,0,0.0,-1,0.9,1
O=C(CN(c1ccccc1)S(=O)(=O)c1ccccc1)Nc1ccccc1C(=O)NCc1ccco1,88,0.6,-3,9,8,-9,-0.1,1,-0.7,1
CCN(CC)c1ccc(/C=N/N2CCN(Cc3ccccc3)CC2)cc1,102,1.4,-5,6,-4,-6,-0.1,2,-0.5,1
COC(=O)CSc1ncnc2c1sc1nc(N3CCOCC3)c3c(c12)CCCC3,102,1.3,-4,-2,6,1,-0.3,-4,2.1,1
CCc1ccc(CNC(=O)C2CCN(S(=O)(=O)N3CCC4(CC3)OCCO4)CC2)cc1,100,2.7,-6,23,-1,-23,-0.3,-2,-0.2,1
N#Cc1c2nc3ccccc3nc2n2cc(NC(=O)c3ccc(F)cc3)ccc12,99,0.68,-4,-14,34,14,-0.4,2,0.3,1
Cc1cccc(N(CC(=O)N/N=C/c2cc([N+](=O)[O-])ccc2Cl)S(C)(=O)=O)c1C,102,0.78,-4,-5,4,5,-0.3,-1,2.4,1
COc1cc(NC(=O)COC(=O)CNC(=O)c2ccc(C)s2)cc(OC)c1,96,1.1,9,-2,2,2,-0.2,-1,-1.1,1
Cc1nn2c(NCC(C)C)c3c(nc2c1-c1ccccc1)CCC3,97,0.96,1,-10,4,10,0.1,-8,-0.1,1.1
CCOC(=O)c1cn(-c2ccc([N+](=O)[O-])cc2)c2cc(Cl)c([N+](=O)[O-])cc2c1=O,97,0.95,2,6,-25,-6,-0.3,0,1.5,1
O=C(O)CSCc1ccc(Cl)cc1,106,1,0,-28,-11,.,-0.1,-1,3.1,1
Cc1cccc(OCCOCCN2CCOCC2)c1C,103,1.2,2,-4,0,4,-0.4,-8,-0.5,1.1
COc1ccc(NC(=O)C2C(=O)NC3(C)CC2c2ccccc2O3)cc1 (configuration not stated),105,0.95,-7,-12,5,12,-0.2,-5,3.0,1.1
COC(=O)c1ccn(Cc2ccccc2Cl)n1,118,1.8,-7,-50,12,51,0.2,44,6.5,0.6
CC[C@H](C)[C@H](NC(N)=O)C(=O)Nc1ccc2c(c1)OCO2,101,1.2,-6,-13,9,13,1.3,-6,-1.9,1.1

# Single records, as listed above. Screens in order: STAT1 activator	NF-kB expr up	HMGR II inh	APP 5UTR inh	G6PDH CS	APP 5'UTR act	Hsp70 activator	FLuc inhib CS	Redox H2O2 prof	FLuc stim CS
# Shown for CCOC(=O)c1cn(-c2ccc([N+](=O)[O-])cc2)c2cc(Cl)c([N+](=O)[O-])cc2c1=O = 97	0.95	2	6	-25	-6	-0.3	0	1.5	1
# Shown for COc1ccc(NC(=O)C2C(=O)NC3(C)CC2c2ccccc2O3)cc1 (configuration not stated) = 105	0.95	-7	-12	5	12	-0.2	-5	3.0	1.1

# Compounds were not picked by outcome; 5.3% or so of the library scored in one or more.
